# Screening data (PubChem BioAssay)
# MsrA inhibitor: bovine MsrA enzyme inhibitors, primary screen, biochemical, absorbance, HTS; Methionine sulfoxide reductase A (Bos taurus); purified bovine MsrA, absorbance read-out; inhibition, % at 15.5 µM; actives 0.75% (n = 360,000); in the data active = inhibition above about 4.5%;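 also: 0% = vehicle wells with enzyme and 100% = reference inhibitor wells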
# * marks the source's active call; other numbers are inactive results. These rows are one share of the data; rates above refer to the full screens.
structure	MsrA inhibitor
C=CCN=C1NC(c2ccc(C(F)(F)F)cc2)C(C(=O)OC)=C(C)N1C (stereo unspecified)	1.0
COC(=O)C1=C(C)N(Cc2ccccc2C(F)(F)F)C(=NCC2CC2)NC1c1cccc(Cl)c1 (stereo unspecified)	-2.1
CC[C@]1(c2ccccc2OC)ON(c2ccccc2C(F)(F)F)C1=O	1.2
C[C@@H]1ON(C)[C@H]2C[C@H]3c4[nH]c5c(-c6cccc(Cl)c6)cccc5c4CCN3C(=O)[C@@H]12	0.8
Cc1[nH]c2ccccc2c1CC(=O)Nc1ccc(N(C)c2cccnc2)c(-c2cccc(Cl)c2)c1	0.2
CC(=O)OCC(=O)N1CCN(C(=O)C(=O)c2cccc(C(F)(F)F)c2)CC1	0.4
Nc1ccn([C@@H]2O[C@H](C(=O)N[C@H](Cc3ccccc3)C(=O)NCC(F)(F)F)[C@@H](O)[C@H]2O)c(=O)n1	0.2
CCOC(=O)N1CCN(Cc2ccc(O)c3ncccc23)CC1	-0.6
CCOC(=O)C1=CCN(S(=O)(=O)c2ccc(Cl)cc2)C1c1ccc(Cl)c(Cl)c1 (stereo unspecified)	0.4
CC/C(=C/c1sc2ccc(C)cc2[n+]1CCCS(=O)(=O)[O-])SC	4.8*
COC(=O)c1cn(NC(=O)/C=C/c2cccc(OC)c2OC)c(=O)c2ccccc12	-1.4
COc1ccc(OC)c(-n2c(=S)[nH]c3cc(C(=O)NCCCN4CCCC4=O)ccc3c2=O)c1	1.6
O=C(CSc1nc2[nH]ncc2c(=O)[nH]1)Nc1nccs1	-1.6
COC(=O)[C@H]1[C@@H](O)[C@@]2(O)c3c(OC)cc(OC)cc3O[C@@]2(c2ccc(OC)cc2)[C@@H]1c1ccc(F)cc1	0.4
C=CCN=C1NC(c2ccc(Cl)cc2)C(C(=O)OC)=C(C)N1C (stereo unspecified)	0.2
CCCCCCN(C(=O)CCCCCN1C(=O)NC(c2ccc(Cl)cc2)C(C(=O)OCc2ccccc2)=C1C)C(C(=O)NCCCC)c1ccc(OCC(=O)OC)c(C(=O)OC)c1 (stereo unspecified)	-0.5
c1cncc(Oc2ccc(NCCc3c[nH]c4ccccc34)cc2)c1	-1.1
CCCCCCCCN1C(=O)[C@@H](CC(=O)NCc2ccc(OC)c(OC)c2)C[C@@]2(C(=O)OC)C1=C[C@H](C(C)(C)C)O[C@@H]2C	0.2
CCCCCCCCN1C(=O)[C@@H](CC(=O)NCc2cccc3ccccc23)C[C@@]2(C(=O)OC)C1=C[C@H](C1CCCC1)O[C@@H]2C	0.0
Cc1cc(Br)cn2c(Cc3cccc(F)c3)c(-c3cccc(Cl)c3)nc12	0.3
Cc1cc2c(nc1C)CCCN2Cc1ccc(Br)cc1	1.2
CC(C)[C@H](NS(=O)(=O)c1ccc(F)cc1F)C(=O)N1CCC[C@H]1C(=O)NCc1ccccc1	0.1
COC(=O)[C@@]1(Cc2ccc(F)cc2)[C@H]2c3cc(C(=O)N(C)C)n(Cc4ccc(OC(F)(F)F)cc4)c3C[C@H]2CN1C(=O)c1ccccc1	0.3
COc1ccc(Oc2cccc3c2S(=O)(=O)N(C2CC2)C[C@@H](COCc2ccccc2)O3)cc1	-0.3
O=C(NCc1ccccc1)[C@H]1CCCN1C(=O)[C@H]1CCCN1C(=O)c1ccc(F)c(C(F)(F)F)c1	1.0
COc1cccc2[nH]c3c(N4CCN(Cc5ccc6c(c5)OCO6)CC4)ncnc3c12	1.6
C[C@H]1CN([C@@H](C)CO)C(=O)CCCn2cc(nn2)CO[C@@H]1CN(C)S(=O)(=O)c1ccc(F)cc1	-0.9
O=C(C(=O)N1CCc2ccccc2C1)N1CCc2ccccc2C1	0.4
CCCN1C(=O)c2n[nH]c(C)c2C1c1ccc2c(c1)OCO2 (stereo unspecified)	1.0
Nc1ccn([C@@H]2O[C@H](C(=O)N[C@H](Cc3ccccc3)C(=O)N3CCC(F)(F)CC3)[C@@H](O)[C@H]2O)c(=O)n1	-0.7
C[C@H](CO)N1C[C@H](C)[C@H](CN(C)Cc2ccc(F)cc2)Oc2ncc(Br)cc2C1=O	1.5
C#CCN(Cc1ccco1)C(=O)c1nnc2c3ccccc3n(S(=O)(=O)c3ccc(C)cc3)c2n1	-0.8
COC(=O)C1=C(C)N(Cc2ccc(C(F)(F)F)cc2)C(=NCc2ccc(OC)cc2)NC1c1ccccc1 (stereo unspecified)	-0.9
CCOC(=O)C1=C(C(=O)OCC)C2N(Cc3ccc(C#N)cc3)c3ccccc3[C@@]23C[C@@H](C(=O)OC)N(S(=O)(=O)c2ccc(OC)cc2)C3=N1 (stereo partly specified)	1.7
COC(=O)[C@]12C[C@H](CC(=O)NCc3ccc(C)o3)C(=O)N(Cc3ccc4c(c3)OCO4)C1=C[C@H](C(C)(C)C)O[C@@H]2C	-0.4
NC1=NC2(CS1)CSC(N)=N2	0.8
N#Cc1ccc(S(=O)(=O)N2CCCc3nc(-c4ccccc4)ccc32)cc1	-0.6
CCOC(=O)C1=C(C(=O)OCC)C2N(Cc3ccccc3)c3ccccc3[C@@]23C[C@@H](C(=O)OC)N(S(=O)(=O)c2ccc(C(F)(F)F)cc2)C3=N1 (stereo partly specified)	0.4
CN1OC[C@@H]2CN3C(=NCCc4ccccc4)Sc4ccccc4[C@@H]3C[C@@H]21	-0.4
C[C@@H]1CN([C@@H](C)CO)C(=O)c2ccccc2-c2ccccc2CO[C@@H]1CN(C)Cc1ccc(Cl)c(Cl)c1	0.5
CCOC(=O)C1C(=O)CC(C)(O)C(C(=O)OCC)C1c1ccc(Br)o1 (stereo unspecified)	-0.4
COc1ccc(CCNC(=O)c2coc(=O)c(Br)c2)cc1	4.4
CCN(CC)CCCN1C(=O)C(=O)/C(=C(/O)c2ccc3c(c2)OCCO3)C1c1ccc(C)o1 (stereo unspecified)	-0.4
COC(=O)c1cc(NC(=O)C2CCCN(S(=O)(=O)c3c(C)n[nH]c3C)C2)cc(C(=O)OC)c1 (stereo unspecified)	0.3
Cc1ccc(C2=CC(=O)CC(C)(C)C2=O)cc1	0.4
COC(=O)c1cc(C(=O)Cc2ccccc2)c[nH]1	0.4
CC(C)(C)OC(=O)N1CCC(CC2CC(c3cccc(Br)c3)=NO2)(C(=O)NCC2CCCCC2)CC1 (stereo unspecified)	1.5
COC(=O)[C@]12C[C@H](CC(=O)N3CCCC3)C(=O)N(Cc3ccccc3)C1=C[C@H](C1CCCC1)O[C@@H]2C	-0.3
CN1CCN(Cc2c(O)ccc3cc(Br)ccc23)CC1	1.5
CN(C)C(=O)N1CCN(C(=O)[C@H](CCc2ccccc2)NC(=O)[C@H]2O[C@@H](n3cnc4c(N)ncnc43)[C@H](O)[C@@H]2O)CC1	-0.4
COC(=O)c1cc(S(=O)(=O)NCC2CCN(C(=O)C(=O)c3cc4ccccc4o3)CC2)cs1	2.4
C[C@@H]1ON(C)[C@H]2C[C@H]3c4cc(N5CCN(C)CC5)ccc4CCN3C[C@@H]12	-0.8
Oc1ccc(/C=N/Nc2ccc(C(F)(F)F)cn2)cc1O	7.6*
COc1ccccc1-c1cccc2c3c([nH]c12)[C@@H]1C[C@H]2[C@@H](C(=O)N1CC3)[C@H](C)ON2C	0.1
N#Cc1cc(F)cc(OCCCN2CCC(C(O)(c3ccccc3)c3ccccc3)CC2)c1	-0.7
Cc1cccc(Cl)c1NC(=O)NCCCN1CCOCC1	-1.0
CCOc1ccccc1NC(=O)CC1SC(=N)N(c2ccccc2)C1=O (stereo unspecified)	-0.8
O=C(N[C@H](C(=O)N1CCC[C@H]1C(=O)NCCc1ccccc1Cl)C1CCCCC1)c1ccc(Cl)c(Cl)c1	0.8
COc1ccccc1CCn1cnc(-c2cccc(Br)c2)c1CC(C)C	1.8
CCN=C1NC(c2ccc(F)cc2)C(C(=O)OC)=C(C)N1Cc1cccc(C(F)(F)F)c1 (stereo unspecified)	-2.9

# Continuation.
structure	MsrA inhibitor
Cc1ccccc1C(=O)Oc1ccc(Sc2ccc(O)cc2)cc1	-0.1
O=c1[nH]c(-c2ccccc2)cn1C1CCN(Cc2ccc(-c3nc4ccc(Br)cc4nc3-c3ccccc3)cc2)CC1	2.0
Cc1ccc(NC(=O)c2cc3cc(OC(F)(F)F)ccc3[nH]2)cc1	2.0
Cc1cc2c(nc1C)CCCN2S(=O)(=O)c1cccs1	0.2
O=C(Nc1cccc(F)c1)c1cc(S(=O)(=O)N2CCC3(CC2)OCCO3)ccc1F	-0.4
COc1cc(/C=C2/C(C)=C(C#N)c3nc(N)c(C#N)c(C)c32)ccc1OCC(=O)O	5.0*
COC(=O)c1cc2c(c3c4cc(F)ccc4n(S(=O)(=O)c4ccc(OC)cc4)c13)C(=O)N(C)C2	0.3
COC(=O)c1cc2c(c3c4ccccc4n(S(=O)(=O)c4ccccc4)c13)C(=O)N(C)C2	0.9
CC(C)[C@@H](C)/C=C/[C@@H](C)[C@H]1CC[C@@H]2[C@]1(C)CCC1[C@]23C=C[C@]2(C[C@@H](O)CC[C@]12C)N(c1ccc([N+](=O)[O-])cn1)O3 (stereo partly specified)	-1.8
O=C(N/N=C/c1ccc([N+](=O)[O-])cc1)c1cnccn1	1.6
OC(CCl)CCl	-0.4
CC(C)[C@H](NC(=O)c1ccc(Cl)cc1Cl)C(=O)N1CCC[C@H]1C(=O)NCCc1ccccc1Cl	0.0
O=C(COC(=O)c1ccccc1NC(=O)C1CC1)c1ccc2c(c1)OCCO2	-1.0
CCN(CC)S(=O)(=O)c1ccc(NC(=O)c2nc3nc(C)cc(C)n3n2)cc1	-1.2
Cc1ccc(-n2cc(CN3CCC(CO)(Cc4ccccc4)CC3)cn2)cc1	-0.8

# Later entries:
SMILES | MsrA inhibitor
C=CCN=C1NC(CCc2ccccc2)C(C(=O)OC)=C(C)N1C (stereo unspecified) | 1.2
CCN(CC)C(=O)c1ncn2c1C(=O)NC[C@H]2C | 0.3
COc1ccc(C(=O)NC(=S)NNC(=O)c2cccc(C)c2)cc1 | 3.9
COc1ccc(CCNC(=O)C2CCN(C(=O)c3ccccc3)CC2)cc1 | -1.1
CC(=O)Nc1cccc(NC(=O)c2oc3ccccc3c2C)c1 | 0.7
CC1=CC(C)(C)N2C(=O)C3(C(C#N)=C(N)OC4=C3C(=O)CC(C)(C)C4)c3cccc1c32 (stereo unspecified) | -0.8
CN1CCN(C(c2ccc(C(F)(F)F)cc2)c2cc(Cl)c3cccnc3c2O)CC1 (stereo unspecified) | -0.7
Nc1[nH]c(C(=O)c2ccccc2)c(-c2ccc(Cl)cc2)c1C(=O)c1c[nH]c2ccc(F)cc12 | -0.5
Cc1nnc(-n2cccc2)s1 | -0.5
COc1ccc(C(=O)Oc2c(CN3CCOCC3)cc(Cl)c3cccnc23)cc1OC | -2.0
Cc1cccc2ccccc12 | 0.0
COC(=O)C1=C(C)N(Cc2cccnc2)C(=O)/C1=C\c1cccs1 | 0.9

# Among those listed so far, these contain a thiophene ring, fused or not.
SMILES | MsrA inhibitor
COC(=O)c1cc(S(=O)(=O)NCC2CCN(C(=O)C(=O)c3cc4ccccc4o3)CC2)cs1 | 2.4
Cc1cc2c(nc1C)CCCN2S(=O)(=O)c1cccs1 | 0.2
COC(=O)C1=C(C)N(Cc2cccnc2)C(=O)/C1=C\c1cccs1 | 0.9

# (listing goes on)
SMILES | MsrA inhibitor
O=C(Nc1cccc2ccccc12)OC[C@@H]1CSCCS(=O)(=O)N1 | -0.9
CCc1ccc(-c2nn(-c3ccccc3)cc2CSC(=N)N)cc1 | -1.4
Cc1cc(NC(=O)Cc2cn(C)c3ccccc23)ccc1Nc1cccnc1 | 0.5
COC(=O)C1=C(C(=O)OC)[C@@H]2N(C)c3ccc(OC)cc3[C@@]23C[C@@H](C(=O)OC)N(C(=O)NCCBr)C3=N1 | -0.7
COCCNS(=O)(=O)c1cc(OC)c(Cl)cc1Cl | -1.2
C#CCN(Cc1ccccc1)S(=O)(=O)C=C | -1.0
CC(C)(C)NC(=O)C(c1ccco1)N(C(=O)Cn1nnc(-c2ccc(F)cc2)n1)c1ccccc1 (stereo unspecified) | -1.0
COc1ccc2nc(Sc3c([N+](=O)[O-])nc(C)n3Cc3ccccc3)[nH]c2c1 | -0.4
Cc1ccccc1C(=O)N[C@@H](CC(C)C)C(=O)N1CCC[C@H]1C(=O)NCc1ccccc1 | -0.8
CC(C)CC1NC(=O)c2cc(Cl)ccc2-n2c1nc1cc(F)ccc1c2=O (stereo unspecified) | 1.1
O=C1NC(c2ccccc2)(c2ccccc2)C(=O)N1CNc1ccccn1 | 0.2
CCN=C1NC(c2ccccc2C(F)(F)F)C(C(=O)OC)=C(C)N1C (stereo unspecified) | 0.2
Cc1cc(NC(=O)CSc2ccc(-c3ccc4c(c3)OCO4)nn2)no1 | -1.1
Cc1ccc(CCN2CC(C(=O)NCCN3CCOCC3)CC2=O)cc1 (stereo unspecified) | -0.5
CC1=CC(=C2C=CC(=O)C=C2)C=C(C)N1C | 3.5
O=C(CSC(=S)N1CCCC1)c1cc(Br)cc(Br)c1O | -0.3
COC(=O)C1=C(C)NC(=S)NC1c1ccc(Br)cc1 (stereo unspecified) | 0.4
CN(C)CCCNCC(=O)NN(c1ccccc1)c1ccccc1 | -0.7
Cc1ccc(Cl)cc1NC(=O)COC(=O)c1ccc(COc2ccc3c(C)cc(=O)oc3c2)cc1 | 0.4
COC(=O)[C@]12C[C@H](CC(=O)NCCC(C)C)C(=O)N(CCC3=CCCCC3)C1=C[C@H](COCc1ccccc1)O[C@@H]2C | 0.9
COC(=O)C1=C(C)N(Cc2ccccc2C(F)(F)F)C(=NCc2ccc(C(F)(F)F)cc2)NC1c1cccc(Cl)c1 (stereo unspecified) | -1.8

# Quoted from the listing:
# In MsrA inhibitor, CC1=CC(=C2C=CC(=O)C=C2)C=C(C)N1C has the entry 3.5
# In MsrA inhibitor, CN(C)CCCNCC(=O)NN(c1ccccc1)c1ccccc1 has the entry -0.7

# MsrA inhibitor: what is marked active above
SMILES | MsrA inhibitor
CC/C(=C/c1sc2ccc(C)cc2[n+]1CCCS(=O)(=O)[O-])SC | 4.8*
Oc1ccc(/C=N/Nc2ccc(C(F)(F)F)cn2)cc1O | 7.6*
COc1cc(/C=C2/C(C)=C(C#N)c3nc(N)c(C#N)c(C)c32)ccc1OCC(=O)O | 5.0*
